Dengue inhibitors: Dengue virus cytopathic effect inhibitors, cell-based, CPE readout, HTS (AID 540333). Dengue virus CPE inhibition in host cells; hits give high values. CPE inhibition, % at 20 µM. 10,000 compounds, 3.1% hits; in the data active means CPE inhibition mostly above about 9.1%, no sharp cut-off; inactive means mostly below about 7.2%
Numbers without * were called inactive; i = inactive. Not all compounds are listed, so the mix of outcomes need not match the whole.

canonical_smiles | Dengue inhibitors
CC1C/C(=C/c2cccs2)C(=O)/C(=C/c2cccs2)C1 (stereo not drawn) | 4.0
COc1ccccc1/C=C/C=N/n1c(-c2cc(C)[nH]n2)n[nH]c1=S | i
C=CCOc1c(OC)cc(/C=N/Nc2cccc(C(=O)O)c2)c(Br)c1Br | i
CCN1CCN(c2nc(-c3ccccc3)nc3ccccc23)CC1 | i
CCCOC(=O)c1ccc(Oc2coc3c(CN(CC)CC)c(O)ccc3c2=O)cc1 | 0.2
COc1ccc(NC(=O)CCCN2C(=O)/C(=C\c3ccco3)SC2=S)cc1 | 0.4
COc1ccc(CCNC(=O)COC(=O)C23CC4CC(CC(Br)(C4)C2)C3)cc1 | 0.0
CCCCNC(=O)Cn1nc([N+](=O)[O-])c([N+](=O)[O-])c1C | 1.3
Cc1cccc(NC(NC(=O)Cc2ccccc2)C(Cl)(Cl)Cl)c1 (stereo not drawn) | i
CC(=O)Nc1cc(N2C(=O)CCC2=O)ccc1Cl | 1.3
CCc1ccc(NC(=O)COC(=O)CCc2nc3cc(S(=O)(=O)N(CC)CC)ccc3n2C)cc1 | i
O=C(O)CCC(=O)Nc1ccccc1C(=O)NCc1ccccc1 | 1.7
O=[N+]([O-])c1cc(S(=O)(=O)C(F)(F)F)ccc1N1CCN(c2ccccc2)CC1 | i
CCn1c(CC(=O)Nc2ccc(Cl)c(Cl)c2)nnc1SCc1ccc(C)cc1 | 0.1
COC(=O)CCCC(=O)Nc1ccc(Br)cc1 | 0.1
Cc1ccc(-n2c(C)n[nH]c2=S)cc1 | 0.1
CC1CCCN(c2ccc(C(=O)OCn3nnc4ccccc4c3=O)cc2[N+](=O)[O-])C1 (stereo not drawn) | i
COC(=O)c1cc(NS(=O)(=O)c2ccc(N3CCOCC3)c(N)c2)cc(C(=O)OC)c1 | i
CC(CCc1ccccc1)NC(=O)COC(=O)c1cccc2ccccc12 (stereo not drawn) | 1.9
Cc1ccc(NC(=O)c2ccc(C(C)(C)C)cc2)cc1[N+](=O)[O-] | i

Molecules listed so far containing an NH in an aromatic ring:
canonical_smiles | Dengue inhibitors
COc1ccccc1/C=C/C=N/n1c(-c2cc(C)[nH]n2)n[nH]c1=S | i
Cc1ccc(-n2c(C)n[nH]c2=S)cc1 | 0.1

The main list resumes; the three compounds before the break are reprinted first.
canonical_smiles | Dengue inhibitors
COC(=O)c1cc(NS(=O)(=O)c2ccc(N3CCOCC3)c(N)c2)cc(C(=O)OC)c1 | i
CC(CCc1ccccc1)NC(=O)COC(=O)c1cccc2ccccc12 (stereo not drawn) | 1.9
Cc1ccc(NC(=O)c2ccc(C(C)(C)C)cc2)cc1[N+](=O)[O-] | i
Oc1c(/C=N/Nc2cccc3cccnc23)ccc2ccccc12 | 3.7
O=C(NC1=C(Nc2ccc(Cl)cc2)C(=O)c2ccccc2C1=O)c1ccccc1 | i
COc1ccc(-n2nnnc2-c2nc3ccccc3s2)cc1 | 4.6
O=C(NCc1ccc(OC(F)(F)F)cc1)c1ccc2c(c1)S(=O)(=O)c1ccccc1C2=O | 2.5
CCCc1cc2c(=O)n(NC(=O)c3nn(C)cc3[N+](=O)[O-])c(C)nc2s1 | 0.6
Cc1ccc(C(=O)CCC(=O)Nc2ccc(Cl)c(S(=O)(=O)Nc3cccc(Cl)c3)c2)cc1 | 4.5
Cn1cc([N+](=O)[O-])c(C(=O)NCc2cc3cc(Cl)ccc3[nH]2)n1 | 1.7
Cc1ccc(Sc2nc([N+](=O)[O-])nn2C)cc1 | i
Cc1ccc(C2(O)CN(c3ccccc3C)C3=[N+]2CCS3)cc1 (stereo not drawn) | 1.6
O=C(c1ccccc1NS(=O)(=O)c1cccc(C(F)(F)F)c1)N1CCc2ccccc21 | 0.3
O=C(N/N=C/c1ccc(OCC(=O)N2CCCCC2)cc1)c1ccccc1O | i
CCC(=O)Nc1nnc(-c2ccccn2)o1 | 0.3
CCOC(=O)c1c(NC(=O)CSC(=S)N2CCOCC2)sc(C)c1C | 0.1
Oc1ccc(Cl)cc1C=Nc1ccccc1Br | 3.9
Cc1nc2ccccc2nc1OCC(=O)NCC(F)(F)F | i
CN1CCN(/N=C/c2nc(-c3ccc(Cl)cc3)n3ccccc23)CC1 | 1.5
Cc1c(Cl)cccc1NC(=O)COC(=O)c1c2c(nc3ccccc13)CCN(Cc1ccccc1)C2 | 0.2
COc1ccccc1NC(=S)NCc1ccc2c(c1)OCO2 | i
COC(=O)c1ccc(C)c(NC(=O)c2ccc(Cl)c([N+](=O)[O-])c2)c1 | 0.3
CCOC(=O)N1CCN(c2ccc([N+](=O)[O-])cc2)CC1 | 0.2
Cc1csc2cc(-c3cccc([N+](=O)[O-])c3)c(-c3cccc([N+](=O)[O-])c3)c[n+]12 | i
Cc1ccc(C(=O)N/C(=C\c2ccccc2)C(=O)NCC2CCCO2)cc1 (stereo not drawn) | i
CN(C)CCCN(CCCNC(=O)/C=N/O)Cc1ccccc1 | i
CC(C)NCC(O)COCCOc1ccc(Br)cc1 (stereo not drawn) | 0.5
CCc1cccc(C)c1NC(=O)CN(C)Cc1ccccc1F | 0.6
CC1=NN(c2ccccc2)C(=O)/C1=C/C=C/c1ccccc1 | i
CCOC(=O)c1sc(NC(=O)Nc2ccccc2)cc1C | i
CC(OC(=O)c1ccc(S(=O)(=O)NCc2ccco2)cc1)C(=O)Nc1ncc(Cl)cc1Cl (stereo not drawn) | 0.1
O=C(Cc1ccccc1)NCC(=O)OCc1ccc([N+](=O)[O-])cc1 | 1.9
COc1ccc(/C=N/NC(=O)Cn2c(Cc3ccc(OC)c(OC)c3)nc3ccccc32)cc1OC | 0.7
O=C(COC(=O)/C(=C/c1cccs1)c1cccs1)NC(c1ccccc1)c1ccccc1 | 17*
COc1ccc(C(=O)N[C@H](C(=O)OCC(=O)NC(=O)c2cccn2C)C(C)C)cc1 | i
CCOC(=O)c1cc(-c2ccccc2)n(CCC(=O)N2CCN(c3ccccc3OC)CC2)c1C | 5.5
Cc1ccc(NC(=O)c2ccc(OC(=O)C(C)Oc3ccc(Cl)cc3C)cc2)cc1 (stereo not drawn) | 0.1
C=CCn1c(C(CCCC)CC(C)O)n[nH]c1=S (stereo not drawn) | i
O=C(O)C1=C[C@@H](C2CC2)C[C@@H](OCCCCO)O1 | i
O=C(Nc1ccccc1)Nc1ccc(F)c([N+](=O)[O-])c1 | 4.3
CC(C)(C)NCc1cc(Cl)ccc1OCc1cccs1 | 1.3
O=C1C2CC=CCC2C(=O)N1c1ccc(NCCc2ccccc2)c([N+](=O)[O-])c1 (stereo not drawn) | 0.4
CCCCC(CC)C(=O)NCc1ccc(F)cc1 (stereo not drawn) | i
Cc1cc(C(=O)N/N=C/c2cc(Br)cc([N+](=O)[O-])c2O)c2ccccc2n1 | 0.3
Cc1nn(C)c(C)c1/C=N/NC(=O)CCn1nc(C)c([N+](=O)[O-])c1C | i
CCCC(=O)NC(=S)N1CCN(c2ccc([N+](=O)[O-])cc2)CC1 | i
CC/C(=N\NC(=O)C(N)=O)c1ccccc1O | i
O=C(CCNC(=O)OCc1ccccc1)NC1CCCCC1 | 0.3
CC(C)CCNC(=S)Nc1ccc([N+](=O)[O-])cc1 | i
Cc1cc2cc(CN(Cc3cccs3)C(=S)NCc3ccco3)c(=O)[nH]c2cc1C | 6.0
Cc1ccc(CCNC(=O)CN(C)S(=O)(=O)c2cnc[nH]2)cc1 | i
Cc1ccc(CNC(=O)CCS(=O)(=O)c2ccc(Cl)cc2)cc1 | 0.4
CCC(=O)N/N=C(\C)CC(=O)Nc1cccc([N+](=O)[O-])c1 | 0.5
O=C(CSCc1ccc(Cl)cc1)Nc1ccc(S(=O)(=O)N2CCOCC2)cc1 | i
O=C1c2ccccc2C(=O)C12OC2c1ccc(Cl)cc1Cl (stereo not drawn) | i
C(=N\N(c1ccccc1)c1ccccc1)/c1ccc(N2CCOCC2)s1 | 2.0
CC(C)(C)OC(=O)N[C@@H](C(=O)OC(C)(C)C)c1ccc(C(F)(F)F)cc1 | 1.7
Cc1nonc1OCCNc1ccc([N+](=O)[O-])cc1[N+](=O)[O-] | 0.3
COc1ccc(CNC(=O)CN(Cc2ccc(Cl)cc2)S(C)(=O)=O)cc1 | i
O=C(O)c1ccc(/C=N/NC(=O)c2ccc(Br)cc2)cc1 | 0.2
CC(=O)/C(N)=N/Nc1cccc(Cl)c1 | i
COc1cccc(-n2ccnc2SCC(=O)N2CCCc3ccccc32)c1 | 0.1
NS(=O)(=O)c1cccc(NC(=O)CSc2ncc(C(F)(F)F)cc2Cl)c1 | 3.6

The list goes on:
| molecule | Dengue inhibitors |
| --- | --- |
| COc1cc(OC)cc(C(=O)NC(=S)Nc2ccc(N3CCCC3)cc2)c1 | 0.9 |
| COc1cc(/C=N/NC(=O)CCC(=O)NCc2ccccc2)cc(OC)c1OC | 0.1 |
| O=C(CSc1nnc2ccccn12)Nc1nsc(-c2ccccc2)n1 | 0.4 |
| Cc1ccccc1N=Nc1ccc(O)c2ncccc12 | 0.5 |
| COc1ccc(N(C(=O)CS(=O)CC(=O)Nc2ccc(F)cc2)C(C(=O)NC2CCCCC2)c2cccs2)cc1 (stereo not drawn) | 0.1 |
| COc1ccc(/C=C/C(=O)NCCOc2ccccc2OC)cc1 | i |
| C#CCNC(=O)C1=C[C@@H](c2ccc3c(c2)OCO3)C[C@@H](OCc2ccc(CO)cc2)O1 | i |
| CC(C)=C1C2CCC1C1C(=O)N(c3nc(-c4ccccc4)c(C)s3)C(=O)C21 (stereo not drawn) | 1.2 |
| O=C(NCc1ccco1)c1ccc(COc2cc(Cl)ccc2Cl)cc1 | i |
| COc1ccccc1N1C(=O)CC(Sc2n[nH]c(-c3cccc(C)c3)n2)C1=O (stereo not drawn) | i |
| O=C(NC(=S)Nc1ccccc1N1CCOCC1)c1cccs1 | 2.8 |
| COc1ccc(C2CC(c3ccccc3)=NN2C(=O)COC(=O)c2cnc(Cl)c(Cl)c2)cc1 (stereo not drawn) | 5.9 |
| Cc1ccc(N(Cc2cc3cc(C)ccc3[nH]c2=O)S(=O)(=O)c2ccccc2)cc1 | 2.3 |
| O=[N+]([O-])c1cc(S(=O)(=O)N2CCCC2)ccc1NN=C1CCCCC1 | 0.4 |
| Cc1nc2ccccc2nc1OCC(=O)Nc1ccc2ccccc2c1 | 3.9 |
| COc1ccc(-c2cn(-c3ccc(Br)cc3)c3[n+]2CCS3)cc1 | 8.4 |
| C/C(=N\NC(=O)c1cc(C)[nH]n1)C(C)(C)C | 0.7 |
| N#CC1=C(N)C2=CCCC[C@H]2[C@H](c2cccc(F)c2)C1(C#N)C#N | 7.7 |
| Cc1cccc(C)c1Nc1nnc(SCC(=O)NC2CCS(=O)(=O)C2)s1 (stereo not drawn) | 0.1 |
| CC1(C)CC2c3cccc(C(=O)O)c3C(=O)N2c2c1ccc1ccccc21 (stereo not drawn) | 0.4 |
| O=C(NC(=S)N1CCN(c2nc(-c3ccccc3)cs2)CC1)c1cccnc1 | 0.4 |
| CC(C)C[C@@H](CSc1ccccc1)N1CCN(CC(C)C)CCC1=O | 4.5 |
| CCOc1ccccc1NC(=O)C(Sc1nnc2ccccn12)c1ccccc1 (stereo not drawn) | i |
| Cc1ccc(NC(=S)N(Cc2ccco2)C2CCN(C(C)C)CC2)cc1 | 0.7 |
| CC(C)(C)c1ccc(C(=O)NC(=S)NNC(=O)c2cccs2)cc1 | 0.8 |
| NC1=NC2(CCCCC2)N=C(Nc2ccc(Br)cc2)N1 | 5.9 |
| CC(C)[C@H](NC(=O)OCc1ccccc1)C(=O)OCC(=O)Nc1c(F)cccc1F | 0.4 |
| COC(=O)c1ccccc1NC(=S)N(Cc1ccc2c(c1)OCO2)Cc1cc2cc(OC)ccc2[nH]c1=O | 3.2 |
| O=C(CCCSc1nc2ccccc2[nH]1)NCc1ccccc1Cl | i |
| O=[N+]([O-])c1ccc2c(c1)C=C1CCCCC1(N1CCCC1)O2 (stereo not drawn) | i |
| COc1ccc(NCc2ccc([N+](=O)[O-])s2)c(OC)c1 | 12* |
| CCN1C(=O)/C(=C\c2cccn2-c2ccc([N+](=O)[O-])cc2)N(CC)C1=S | 2.3 |
| C=CCOc1c(Cl)cc(CNc2ccc3[nH]c(=O)[nH]c3c2)cc1OC | 0.3 |
| COc1ccc(OC)c(/C=N/NC(=O)Cc2nc3ccccc3[nH]2)c1 | 2.1 |
| CNC(=O)NC(=O)C(C)OC(=O)c1cc2c(s1)CCCCC2 (stereo not drawn) | 0.2 |
| COC(=O)CCCCCCCCC(O)CN1CCCCC1 (stereo not drawn) | 0.2 |
| COc1ccc(N2CCN(C(=O)c3ccc(CSc4ccccc4)cc3)CC2)cc1 | i |
| Cc1c(Cl)cccc1NC(=O)CNc1ccccc1F | 0.3 |
| CC(C)Nc1nc(Cl)nc(NN(C)c2nc(N(C)C)nc(N(C)C)n2)n1 | 2.2 |
| CCC(CC)c1nc(C#N)c(NC(C)c2ccccc2)o1 (stereo not drawn) | i |
| Cc1ccccc1C(=O)Nc1nnc(-c2ccc(C(C)(C)C)cc2)s1 | 8.0 |
| Cc1cccc(N2C(=O)C(Oc3ccc(Cl)cc3Cl)C2C(=O)O)c1C (stereo not drawn) | 0.8 |
| Cc1ccc(NS(=O)(=O)c2ccc(Cl)s2)cc1S(=O)(=O)N(C)C | i |
| Fc1ccccc1NC(=S)N1CCN(Cc2ccccc2)CC1 | 0.3 |
| Cc1nn(-c2cc(N(S(C)(=O)=O)S(C)(=O)=O)c(Cl)cc2Cl)c(=O)n1C | 0.2 |
| COC(=O)c1ccc(N=NN2CCOCC2)cc1 | 0.4 |

Looked up by compound from above, 4 records:
| molecule | Dengue inhibitors |
| --- | --- |
| C=CCOc1c(Cl)cc(CNc2ccc3[nH]c(=O)[nH]c3c2)cc1OC | 0.3 |
| COc1ccc(NCc2ccc([N+](=O)[O-])s2)c(OC)c1 | 12* |
| Fc1ccccc1NC(=S)N1CCN(Cc2ccccc2)CC1 | 0.3 |
| Cc1cccc(N2C(=O)C(Oc3ccc(Cl)cc3Cl)C2C(=O)O)c1C (stereo not drawn) | 0.8 |

3 structures already listed, arranged by length of the SMILES, smallest number first:
| molecule | Dengue inhibitors |
| --- | --- |
| COC(=O)c1ccc(N=NN2CCOCC2)cc1 | 0.4 |
| Fc1ccccc1NC(=S)N1CCN(Cc2ccccc2)CC1 | 0.3 |
| Cc1nn(-c2cc(N(S(C)(=O)=O)S(C)(=O)=O)c(Cl)cc2Cl)c(=O)n1C | 0.2 |

Source: PubChem BioAssay (Southern Research Specialized Biocontainment Screening Center)
